Screening results from PubChem.
ATXN2 expr inh: reduces ATXN2 reporter expression in HEK-293 cells | AID 1745845 | Potency, µM (titrated, usually from 57 µM), for the others: top-dose activity change, negative = inhibition, actives largely listed as inhibitors | HEK-293 ATXN2-luciferase reporter, luminescence, 24 h | 0.72% of 360,000 active; further: potency means the concentration at half of the fitted maximal effect; on the % scale 0 is the no-effect control and ±100 the full control effect; nearly all actives have a fitted effect of over 55% in size
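qHTS (up to 57 uM final) was run with 24 h compound exposure of reporter cells at 37 °C. Each well was multiplexed: SteadyGlo luminescence measured ATXN2-luciferase expression after a fluorogenic Gly-Phe-AFC viability readout (25 uM final).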
HT1080 IDH1KD tx: toxicity to HT-1080 IDH1 knockdown cells (counter line); HT-1080 IDH1 knockdown viability, ATP luminescence, 48 h; Potency, µM (series often up to 46.1 µM), inactives show top-dose activity, negative = toxicity, actives largely listed as cytotoxic; 2% of 360,000 active; AID 686971;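 further: potency means the concentration at half of the fitted maximal effect; 0% = DMSO wells and -100% = cell-free medium wells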
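CellTiter-Glo luminescence after 48 h compound exposure at 37 degrees C of IDH1-knockdown HT-1080 cells in 5% FBS RPMI. %Activity scaled between DMSO wells and cell-free media wells, with curves fitted and assigned curve classes.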
HT1080-NT tox: kills 2HG-producing HT-1080-NT fibrosarcoma cells. HT-1080-NT fibrosarcoma viability, CellTiter-Glo ATP luminescence, 48 h. Potency, µM (titrated, usually from 46.1 µM), without a hit: at the highest dose activity, negative = less viability, most hits filed as cytotoxic. 1.6% of 360,000 active. AID 686970;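 further: NT is the 2HG producing partner of a matched IDH1 knockdown line; potency means the concentration at half of the fitted maximal effect; 0% = DMSO-treated cells and -100% = media-only wells without cells; nearly all actives have a fitted effect of over 55% in size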
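Toxicity toward the 2HG-producing NT line was scored as %Activity, normalised to DMSO and no-cell wells, from CellTiter-Glo luminescence after 48 hours' treatment.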
KB-3-1 tox: kills parental KB-3-1 adenocarcinoma cells. KB-3-1 viability, CellTiter-Glo ATP luminescence, 72 h. 1.4% of 400,000 active. Potency, µM (top dose mostly 46.1 µM), for inactives: at the highest dose activity change, negative = cytotoxic, hits mostly cytotoxic. AID 1347075; further: potency means the concentration at half of the fitted maximal effect; on the % scale 0 is the no-effect control and ±100 the full control effect; nearly all actives have a fitted effect of over 60% in size
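72 h, 37 °C compound treatment of KB-3-1 parental cells; CellTiter-Glo added, 10 min, luminescence read. Data corrected against DMSO-only plates and normalized before curve fitting.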
WRN inhibitor: blocks human WRN helicase | Q14191 | 0.46% of 360,000 active | Potency, µM (top dose mostly 114 µM), inactives show top-dose activity change, negative = inhibition, hits mostly inhibitors | WRN helicase unwinding, fluorescent forked duplex, kinetic | AID 651768; further: potency means the concentration at half of the fitted maximal effect; on the % scale 0 is the no-effect control and ±100 the full control effect; nearly all actives have a fitted effect of over 55% in size
Target sequence (Q14191 whole entry, looked up): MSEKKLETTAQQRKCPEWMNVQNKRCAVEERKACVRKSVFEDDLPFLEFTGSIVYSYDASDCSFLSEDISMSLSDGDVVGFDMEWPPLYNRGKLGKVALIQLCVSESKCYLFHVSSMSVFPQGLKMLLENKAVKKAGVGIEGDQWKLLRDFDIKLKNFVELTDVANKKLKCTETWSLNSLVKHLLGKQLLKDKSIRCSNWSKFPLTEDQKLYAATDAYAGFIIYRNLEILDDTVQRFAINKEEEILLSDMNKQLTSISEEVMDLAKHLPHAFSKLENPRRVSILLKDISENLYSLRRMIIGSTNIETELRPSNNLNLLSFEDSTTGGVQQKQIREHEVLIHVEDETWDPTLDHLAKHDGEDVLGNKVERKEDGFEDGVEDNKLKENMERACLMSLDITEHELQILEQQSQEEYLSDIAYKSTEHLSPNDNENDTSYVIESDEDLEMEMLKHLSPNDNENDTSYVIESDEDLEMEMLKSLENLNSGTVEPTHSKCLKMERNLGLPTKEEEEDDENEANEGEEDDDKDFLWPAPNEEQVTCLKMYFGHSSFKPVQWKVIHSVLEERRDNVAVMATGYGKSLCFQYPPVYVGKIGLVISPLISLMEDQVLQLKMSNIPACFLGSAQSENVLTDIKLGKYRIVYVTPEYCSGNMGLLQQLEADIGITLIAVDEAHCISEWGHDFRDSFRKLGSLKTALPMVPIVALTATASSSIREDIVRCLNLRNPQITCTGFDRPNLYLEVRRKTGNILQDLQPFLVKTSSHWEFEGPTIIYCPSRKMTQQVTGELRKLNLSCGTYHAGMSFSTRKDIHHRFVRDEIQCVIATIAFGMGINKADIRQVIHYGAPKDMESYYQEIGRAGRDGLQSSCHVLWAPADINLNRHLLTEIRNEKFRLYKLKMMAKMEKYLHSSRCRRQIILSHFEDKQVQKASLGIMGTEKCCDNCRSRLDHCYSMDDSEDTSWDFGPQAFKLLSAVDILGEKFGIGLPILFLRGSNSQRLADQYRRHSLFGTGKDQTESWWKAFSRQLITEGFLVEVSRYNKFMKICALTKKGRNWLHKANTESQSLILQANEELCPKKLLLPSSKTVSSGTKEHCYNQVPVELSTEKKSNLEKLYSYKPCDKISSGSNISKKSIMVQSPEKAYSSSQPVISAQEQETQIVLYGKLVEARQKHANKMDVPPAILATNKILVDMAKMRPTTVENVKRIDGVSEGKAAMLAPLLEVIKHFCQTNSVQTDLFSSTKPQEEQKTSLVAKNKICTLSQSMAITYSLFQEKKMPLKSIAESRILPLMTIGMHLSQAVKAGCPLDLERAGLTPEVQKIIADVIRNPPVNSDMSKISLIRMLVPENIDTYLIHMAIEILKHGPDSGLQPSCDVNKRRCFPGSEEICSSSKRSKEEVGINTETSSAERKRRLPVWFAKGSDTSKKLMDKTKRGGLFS
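Enzyme (20 nM final) and test compound sit together 15 min at room temperature before substrate addition. Substrate is a single-forked duplex oligonucleotide (100 nM) labelled with fluorophore and quencher, with 2 mM ATP; helicase unwinding raises red fluorescence, read kinetically.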
SW480 rerep: DNA re-replication induction in SW480 cells; SW480 DNA re-replication, Hoechst DNA content imaging, 48 h; Potency, µM (doses to about 46.1 µM), without a hit: at the top dose re-replication activation, actives largely listed as activators; 1.8% of 340,000 active; AID 624297; further: potency means the concentration at half of the fitted maximal effect; % of control where 0% means no effect; nearly all actives have a fitted effect of over 55% in size
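Hoechst fluorescence of nuclei (405 nm excitation, 500-530 nm emission) measured by plate-scanning imager after 48 hr compound exposure at 37 C; re-replication scored as increased number of nuclei with elevated intensity.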
KB-V1 cytotox: KB-V1 MDR subline cytotoxicity. KB-V1 MDR cells viability, CellTiter-Glo, 72 h. Potency, µM (doses to about 46.1 µM), for the others: top-dose activity change, negative = cytotoxicity, usual class: cytotoxic. 3.4% of 400,000 active; further: potency means the concentration at half of the fitted maximal effect; on the % scale 0 is the no-effect control and ±100 the full control effect; nearly all actives have a fitted effect of over 60% in size
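KB-V1 MDR subline cells in DMEM (phenol-red free, 10% FBS) exposed to compounds in qHTS concentration series for 72 h at 37 degrees C. Viability read by CellTiter-Glo luminescence; concentration-effect curves fitted after normalization and correction.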
IL1B secr inh: inhibitors of inflammasome signaling (IL-1 beta secretion) | THP-1 LPS/ATP IL-1B secretion, AlphaLISA, 16 h; hits give low values | 4.7% of 360,000 active | activity change, % at 57.5 µM; in the data active means activity change below about -50%; inconclusive means mostly about -30% to -49%; further: on the % scale 0 is the no-effect control and ±100 the full control effect
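Secreted IL-1B measured by AlphaLISA bead assay after 16 h compound exposure of THP-1 cells; compounds (final up to 57.5 uM) added 1 h before LPS (250 ng/mL) and ATP (1.25 mM) stimulation; lower signal means less secretion.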
MCF10A rereplic: DNA re-replication induction in MCF 10a cells. MCF 10A DNA re-replication, Hoechst nuclear intensity, 48 h. Potency, µM (top dose mostly 46.1 µM), without a hit: top-dose activity, positive = re-replication, actives largely listed as activators. 2.9% of 350,000 active; further: potency means the concentration at half of the fitted maximal effect; % of control where 0% means no effect; nearly all actives have a fitted effect of over 50% in size
* = called active by the depositor; [ ] = remark or other dose. Unless noted, the call rests on the fitted dose curve; in most records, active means well fitted curve in the direction sought with a large enough effect; inconclusive means small, poorly fitted or top-dose-only effect, or another doubt; inactive means no such curve, though single readings can be large; an effect the other way counts as inactive or inconclusive.

For CC(=O)N(c1ccccc1Cl)S(=O)(=O)c1ccc(Cl)cc1 the results were ATXN2 expr inh -11%, HT1080 IDH1KD tx -26%, HT1080-NT tox -15%, KB-3-1 tox -4%, WRN inhibitor 4%, SW480 rerep -7%, KB-V1 cytotox -22%, IL1B secr inh -17 and MCF10A rereplic -1%.
`COc1ccccc1CNC(=O)COc1ccc(C)cc1` gave ATXN2 expr inh 12%, HT1080 IDH1KD tx 9%, HT1080-NT tox 2%, KB-3-1 tox 5%, WRN inhibitor -7%, SW480 rerep 3%, KB-V1 cytotox 17%, IL1B secr inh -2 and MCF10A rereplic inconclusive.
Screening COc1ccccc1N1CC(C(=O)Nc2nnc(SC)s2)CC1=O (stereo unspecified) returned ATXN2 expr inh 1%, HT1080 IDH1KD tx -1%, HT1080-NT tox 2%, KB-3-1 tox 21%, WRN inhibitor -17%, SW480 rerep 0%, KB-V1 cytotox 28%, IL1B secr inh 0 and MCF10A rereplic -1%.
For COc1ccccc1-n1c(C)c(C(C)=O)c2cc(O)ccc21 the results were ATXN2 expr inh -3%, HT1080 IDH1KD tx -10%, HT1080-NT tox -19%, KB-3-1 tox inconclusive, WRN inhibitor -17%, SW480 rerep inconclusive, KB-V1 cytotox inconclusive, IL1B secr inh 0 and MCF10A rereplic 9%.
Screening CC(NS(=O)(=O)c1ccc(OCC(=O)NCc2ccccn2)cc1)c1ccccc1 (stereo unspecified) returned ATXN2 expr inh 11%, HT1080 IDH1KD tx 9%, HT1080-NT tox 14%, KB-3-1 tox 9%, WRN inhibitor 5%, SW480 rerep -1%, KB-V1 cytotox -17%, IL1B secr inh 4 and MCF10A rereplic 0%.
CCOC(=O)N1CCN(C(=O)C2CCCN(c3nc4ccc(OCC)cc4s3)C2)CC1 (stereo unspecified) was read as ATXN2 expr inh 5%, HT1080 IDH1KD tx 0%, HT1080-NT tox 0%, KB-3-1 tox -5%, WRN inhibitor 7%, SW480 rerep -2%, KB-V1 cytotox -4%, IL1B secr inh -12 and MCF10A rereplic 18%.
`Cc1nc(C)c(-c2nnc(-c3cccc(S(=O)(=O)N(C)C)c3)o2)cc1C(=O)NN` gave HT1080 IDH1KD tx -19%, HT1080-NT tox -13%, KB-3-1 tox 7%, WRN inhibitor -3%, SW480 rerep -2%, KB-V1 cytotox 1%, IL1B secr inh -19 and MCF10A rereplic 1%.
O=C(COc1ccccc1)N1c2ccccc2Sc2ccccc21 was read as ATXN2 expr inh -4%, HT1080 IDH1KD tx inconclusive, HT1080-NT tox -4%, KB-3-1 tox inconclusive, WRN inhibitor -22%, SW480 rerep 11%, KB-V1 cytotox inconclusive, IL1B secr inh -1 and MCF10A rereplic inconclusive.
Screening CC(=O)Nc1cccc(NC(=O)Nc2cccc(F)c2)c1 returned HT1080 IDH1KD tx 1%, HT1080-NT tox 5%, KB-3-1 tox 3%, WRN inhibitor 9%, SW480 rerep 3%, KB-V1 cytotox -1%, IL1B secr inh -3 and MCF10A rereplic 2%.
Screening Cc1cc(=O)[nH]c(SCC(=O)N2CCN(C(=O)c3ccco3)CC2)n1 returned ATXN2 expr inh -2%, HT1080 IDH1KD tx 1%, HT1080-NT tox 0%, WRN inhibitor -15%, SW480 rerep -7%, IL1B secr inh 12 and MCF10A rereplic -1%.
`NC(=O)N/N=C/c1ccc(-c2cccc(C(F)(F)F)c2)o1` gave ATXN2 expr inh 12%, HT1080 IDH1KD tx -4%, HT1080-NT tox -13%, KB-3-1 tox inconclusive, WRN inhibitor 2%, SW480 rerep -12%, KB-V1 cytotox -18%, IL1B secr inh -6 and MCF10A rereplic 4.6µM*.
Screening Cc1cc(=O)oc2c(C)c(OCC(=O)NC3CC(C)(C)NC(C)(C)C3)ccc12 returned ATXN2 expr inh -6%, HT1080 IDH1KD tx 4%, HT1080-NT tox -3%, KB-3-1 tox 3%, WRN inhibitor -3%, SW480 rerep inconclusive, KB-V1 cytotox 0%, IL1B secr inh -23 and MCF10A rereplic -9%.
CCCC(=O)OCC(=O)Nc1cc(C(C)(C)C)nn1-c1ccccc1 was read as ATXN2 expr inh 2%, HT1080 IDH1KD tx -6%, HT1080-NT tox 2%, KB-3-1 tox -2%, WRN inhibitor 5%, SW480 rerep 16%, KB-V1 cytotox 21%, IL1B secr inh 0 and MCF10A rereplic -2%.
For COc1ccc(Cl)cc1C1=NOC2(CCC2)C(=O)N1Cc1ccc(NC(C)=O)cc1 the results were ATXN2 expr inh 11%, HT1080 IDH1KD tx 10%, HT1080-NT tox 2%, KB-3-1 tox -2%, WRN inhibitor 3%[57.1 µM], KB-V1 cytotox inconclusive and IL1B secr inh 0.
Screening CC(=O)Nc1ccc(-c2csc(NNC(=O)c3ccccc3)n2)cc1 returned HT1080 IDH1KD tx -1%, HT1080-NT tox -1%, KB-3-1 tox 0%, WRN inhibitor -5%, SW480 rerep 7%, KB-V1 cytotox 12%, IL1B secr inh inconclusive and MCF10A rereplic inconclusive.

Looked up by compound from the entries so far (2):
CCCC(=O)OCC(=O)Nc1cc(C(C)(C)C)nn1-c1ccccc1 was read as ATXN2 expr inh 2%, HT1080 IDH1KD tx -6%, HT1080-NT tox 2%, KB-3-1 tox -2%, WRN inhibitor 5%, SW480 rerep 16%, KB-V1 cytotox 21%, IL1B secr inh 0 and MCF10A rereplic -2%.
Screening Cc1cc(=O)oc2c(C)c(OCC(=O)NC3CC(C)(C)NC(C)(C)C3)ccc12 returned ATXN2 expr inh -6%, HT1080 IDH1KD tx 4%, HT1080-NT tox -3%, KB-3-1 tox 3%, WRN inhibitor -3%, SW480 rerep inconclusive, KB-V1 cytotox 0%, IL1B secr inh -23 and MCF10A rereplic -9%.

Carrying on.
Screening COc1ccccc1NS(=O)(=O)c1ccc(N/N=C/c2c(C)nn(-c3ccccc3)c2N2CCCC2)c([N+](=O)[O-])c1 returned ATXN2 expr inh -13%, HT1080 IDH1KD tx 7%, HT1080-NT tox -1%, KB-3-1 tox -3%, WRN inhibitor -2%, SW480 rerep -2%, KB-V1 cytotox -7%, IL1B secr inh -24 and MCF10A rereplic inconclusive.
`O=C(NNc1ccccc1[N+](=O)[O-])Nc1ccc(Cl)c(Cl)c1` gave ATXN2 expr inh -23%, HT1080 IDH1KD tx 18µM*, HT1080-NT tox 18µM*, KB-3-1 tox inconclusive, WRN inhibitor -6%, SW480 rerep -2%, KB-V1 cytotox 0%, IL1B secr inh -93* and MCF10A rereplic inconclusive.
Screening CC(C)(C)n1nnnc1C(c1cccnc1)N(Cc1ccccc1)Cc1ccco1 (stereo unspecified) returned ATXN2 expr inh -15%, HT1080 IDH1KD tx 5%, HT1080-NT tox 11%, KB-3-1 tox -25%, WRN inhibitor -1%, SW480 rerep 14%, KB-V1 cytotox inconclusive, IL1B secr inh -20 and MCF10A rereplic 6%.
`Cc1ccc(-c2nn3c(C)nnc3s2)cc1NCc1c(F)cccc1Cl` gave ATXN2 expr inh -32%, HT1080 IDH1KD tx inconclusive, HT1080-NT tox inconclusive, KB-3-1 tox -3%, WRN inhibitor -8%, SW480 rerep -7%, KB-V1 cytotox -8%, IL1B secr inh -21 and MCF10A rereplic 6%.
`COC(=O)[C@]12CCCCC=C1N(Cc1ccco1)C(=O)[C@H](CC(=O)NCc1ccc(OC)c(OC)c1)C2` gave ATXN2 expr inh 17%, HT1080 IDH1KD tx 10%, HT1080-NT tox inconclusive, KB-3-1 tox 2%, WRN inhibitor -2%, KB-V1 cytotox 18% and IL1B secr inh 2.
For CC(=O)c1ccc(S(=O)(=O)N2CCN(C(=O)c3cccc(S(=O)(=O)N4CC(C)OC(C)C4)c3)CC2)cc1 (stereo unspecified) the results were ATXN2 expr inh -17%, HT1080 IDH1KD tx 1%, HT1080-NT tox 9%, KB-3-1 tox 12%, WRN inhibitor -7%, SW480 rerep -9%, KB-V1 cytotox inconclusive, IL1B secr inh 40 and MCF10A rereplic -3%.
For Cn1c(=O)c2c(nc(N3CCOCC3)n2Cc2c(F)cccc2Cl)n(C)c1=O the results were ATXN2 expr inh 8%, HT1080 IDH1KD tx 14%, HT1080-NT tox 6%, KB-3-1 tox 7%, WRN inhibitor 8%, SW480 rerep -9%, KB-V1 cytotox -5%, IL1B secr inh 6 and MCF10A rereplic 7%.
`O=C(CN1C(=O)NC2(CCCCCC2)C1=O)Nc1ccc(S(=O)(=O)N2CCOCC2)cc1` gave ATXN2 expr inh 8%, HT1080 IDH1KD tx -1%, HT1080-NT tox -10%, KB-3-1 tox -4%, WRN inhibitor -1%, SW480 rerep -1%, KB-V1 cytotox 19%, IL1B secr inh 5 and MCF10A rereplic 0%.
Screening CC(C)OC(=O)N(C)C[C@@H]1OCc2cn(nn2)CCCC(=O)N([C@@H](C)CO)C[C@H]1C returned ATXN2 expr inh 8%, HT1080 IDH1KD tx 16%, HT1080-NT tox 22%, KB-3-1 tox inconclusive, WRN inhibitor 1%, KB-V1 cytotox 14% and IL1B secr inh 7.
For O=C(O)CCCn1cc(NC(=O)c2ccc(Br)o2)cn1 the results were ATXN2 expr inh 1%, HT1080 IDH1KD tx 0%, HT1080-NT tox 9%, KB-3-1 tox 11%, WRN inhibitor 6%[57.1 µM], SW480 rerep -1%, KB-V1 cytotox 9%, IL1B secr inh 9 and MCF10A rereplic 3%.
`OC1(c2ccccc2F)CCN(Cc2nnnn2Cc2ccc(F)cc2)CC1` gave ATXN2 expr inh 14%, HT1080 IDH1KD tx 16%, HT1080-NT tox -1%, KB-3-1 tox 1%, WRN inhibitor -5%, SW480 rerep -7%, KB-V1 cytotox -23%, IL1B secr inh 15 and MCF10A rereplic 0%.
For CCOC(=O)C1CCN(C(=O)CCS(=O)(=O)c2ccc3c(c2)CCN3C(C)=O)CC1 the results were ATXN2 expr inh -10%, HT1080 IDH1KD tx -5%, HT1080-NT tox 0%, KB-3-1 tox 7%, WRN inhibitor 1%, SW480 rerep -3%, KB-V1 cytotox 5%, IL1B secr inh 11 and MCF10A rereplic 0%.
